Assay outcomes: PubChem, several laboratories
TcdB inh – inhibitors of Clostridioides difficile toxin B glycohydrolase | P18177 | TcdB glycohydrolase enzymatic assay, plate reader | inhibition, % at 9.99 µM | 350,000 tested, 0.24% active | AID 652162; in the data active = inhibition above about 10%
DUSP3 inh – inhibitors of human VHR1 phosphatase (DUSP3); inhibition, % at 13.3 µM; 290,000 tested, 0.52% active; recombinant VHR phosphatase, pNPP absorbance; P51452; in the data active = inhibition above about 50%; also: some compounds called inactive have numbers as strong as hits
Target sequence (P51452 whole entry, looked up): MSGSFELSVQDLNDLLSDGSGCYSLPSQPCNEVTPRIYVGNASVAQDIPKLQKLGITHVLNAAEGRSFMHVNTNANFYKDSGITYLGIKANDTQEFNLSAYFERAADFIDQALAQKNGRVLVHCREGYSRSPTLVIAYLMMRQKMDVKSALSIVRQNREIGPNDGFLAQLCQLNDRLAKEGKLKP
MazEF act – increases E. coli MazEF RNase cleavage of RNA; P0AE70; activation, % at 20 µM; FAM/BHQ RNA-DNA oligo cleavage fluorescence, 5 h; 350,000 tested, 0.32% active; in the data active = activation above about 50%
Target sequence (P0AE70 whole entry, looked up): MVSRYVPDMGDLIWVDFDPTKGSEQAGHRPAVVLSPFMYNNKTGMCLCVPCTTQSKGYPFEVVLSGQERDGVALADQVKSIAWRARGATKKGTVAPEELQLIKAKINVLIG
PfHsp40 rescue – compounds rescuing yeast from Plasmodium falciparum HSP40 toxicity | S. cerevisiae expressing PfHsp40, growth rescue, ATP luminescence | growth rescue, % at 12.5 µM | 340,000 tested, 0.68% active; in the data active = growth rescue above about 28%, passing the limit was not always enough; inconclusive = no clear call, values can overlap the other calls;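 also: yeast W303a lacking pdr1 and pdr3 grown in galactose medium; growth measured after three days at 30 °C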
SSB-PriA inh – blocks PriA binding to SSB C-terminal tail; AlphaScreen SSBct-PriA binding, biotinylated peptide; inhibition, % at 33 µM; 430,000 tested, 0.6% active; in the data active = inhibition mostly above about 37%, no sharp cut-off; inactive = mostly below about 20%;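 also: plate controls were negative control peptide for no effect and reference peptide for full effect; strong numbers were not always called active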
3CLpro inhibitor – SARS-CoV 3CLpro protease inhibition. P0C6X7. recombinant SARS-CoV 3CLpro, quenched FRET peptide cleavage. inhibition, % at 6 µM. 290,000 tested, 0.14% active; in the data active = inhibition above about 12%
Anthrax LF prot – inhibitors of Bacillus anthracis lethal factor protease; 360,000 tested, 0.12% active; inhibition, % at 10 µM; multiplex microsphere protease cleavage assay, LF; P15917; in the data active = inhibition above about 30%; inconclusive = no clear call, values can overlap the other calls; also: plate controls were buffer without enzyme for full effect and enzyme alone for no effect
BH1578 lux ind – quorum light induction in luxS cqsA deficient V. cholerae | V. cholerae BH1578 lux reporter, luminescence, 6 h | activation, % at 18.7 µM | 350,000 tested, 0.16% active; in the data active = activation mostly above about 9.7%, no sharp cut-off; inconclusive = no clear call, values can overlap the other calls; inactive = mostly below about 3.7%; also: not every result past the cut was called active; inactives centre near 0; reference of the scale not given here
Y pestis TopoI – blocks Yersinia pestis topoisomerase I activity. Y. pestis Topo-I cleavage product accumulation, plate reader. activity, % at 10 µM. 360,000 tested, 0.064% active. AID 504884; in the data active = activity above about 50%, passing the limit was not always enough; inconclusive = no clear call, values can overlap the other calls; also: inactives centre near 2
Rv3671c protease – inhibits the M. tuberculosis serine protease Rv3671c. P9WHR9. inhibition, % at 5.96 µM. 320,000 tested, 0.048% active. AID 2606; in the data active = inhibition above about 38%;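 also: extracellular domain of Rv3671c used as enzyme; 0% = enzyme with DMSO and 100% = no enzyme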
Target sequence (P9WHR9 whole entry, looked up, the tested form may be a part): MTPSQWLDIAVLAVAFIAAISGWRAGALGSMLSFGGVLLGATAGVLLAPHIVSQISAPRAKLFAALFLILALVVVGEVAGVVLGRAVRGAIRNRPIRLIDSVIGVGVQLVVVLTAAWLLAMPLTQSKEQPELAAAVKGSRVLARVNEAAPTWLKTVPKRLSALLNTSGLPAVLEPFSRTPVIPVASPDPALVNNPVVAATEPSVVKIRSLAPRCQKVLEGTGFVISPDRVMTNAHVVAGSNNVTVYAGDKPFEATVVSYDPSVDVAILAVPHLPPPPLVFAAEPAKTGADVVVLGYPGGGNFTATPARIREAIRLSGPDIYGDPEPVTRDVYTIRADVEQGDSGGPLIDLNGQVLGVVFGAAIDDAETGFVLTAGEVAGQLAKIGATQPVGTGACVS
* = called active by the depositor; i = inactive; u = inconclusive; x = not tested or not shown; & = joins results of further samples. This is a subset. The share of hits here may be higher or lower than overall.

The first 18 compounds as a preview:
SMILES	TcdB inh	DUSP3 inh	MazEF act	PfHsp40 rescue	SSB-PriA inh	3CLpro inhibitor	Anthrax LF prot	BH1578 lux ind	Y pestis TopoI	Rv3671c protease
Cn1c(=O)c2c(nc(-n3ccnc3)n2Cc2ccccc2)n(C)c1=O	x	2	-2	0.7	-4	0	-1	i	-3	-8
COc1ccc(C2=Nn3c(nnc3-c3ccccc3Cl)SC2)cc1OC1CCOC1 (stereo not given)	-0.4	x	8	-1.4	-6	x	-10	i	10	2
CNC(=O)c1ccsc1NC(=O)c1coc2ccccc2c1=O	-0.5	21	2	1.1	-3	-3	-2	-0.2	0	-11
O=C(CSc1nnnn1-c1ccccc1)CC(=O)Nc1ccc(Cl)cc1	x	-5	3	-2.4	7	2	-2	0.5	-6	6
COc1cccc(C(=O)NN=C2CCCC2)c1	2.6	40	5	-1.7	5	2	u	-0.2	41	4
O=C(Nc1cc(Cl)c(Cl)cc1Cl)c1cccnc1	1.1	13	7	-0.6	-11	0	-5	-2.4	-16	5
O=C(c1c(O)c2ccccc2oc1=O)C1CCC1	x	22	6	-0.6	-4	0	1	i	-5	5
CC1CCc2nn(CC(=O)N3CCN(C(=O)c4ccco4)CC3)cc2C1 (stereo not given)	1.2	12	4	-1.7	1	-6	0	-0.6	4	-6
COc1ccc(NC(=O)/C=N/O)cc1	1.8	17	-21	-0.3	i	1	5	-1.5	-4	12
C[C@@H]1CN([C@H](C)CO)C(=O)c2c(c3ccccc3n2C)-c2ccccc2CO[C@@H]1CN(C)C(=O)Nc1ccc2c(c1)OCO2	-7.2&0.4	x	3	x	x	x	-6	-0.4	19	x
O=C(OCc1ccccc1)c1cccc(-c2nnn(Cc3ccccc3)n2)c1	x	-10	0	-1.2	-44	0	-3	i	39	-6
O=C(c1cc2ccccn2n1)N1CCN(c2ccccn2)CC1	-2.3	13	21	1.0	-5	0	-4	i	10	2
Cc1ccc(-c2nc(N)sc2CC(=O)OCC(=O)NCCC(C)C)cc1	x	7	-2	0.3	3	4	3	-0.3	2	0
Cn1c(SCc2ccc(Br)cc2)nnc1-c1ccncc1	1.8	5	3	0.8	-2	1	-7	i	2	1
COc1ccc(C(=O)NCC(=O)N/N=C/C(C)=C/c2ccco2)cc1OC	x	5	-3	0.6	x	-1	-1	i	0	-6
CNC(=O)c1cccn1-c1ccsc1C(=O)OC	x	12	-2	-1.7	-7	-5	3	0.0	0	-2
CC(=O)N(C)N1c2ccccc2CCc2ccccc21	1.9	3	-7	-1.4	-17	-4	-2	-0.4	11	5
O=C(Cc1nc2ccccc2[nH]1)c1ccc(Cl)cc1	1.2	15	-4	0.3	-14	-2	-2	-0.2	24	3

Results, repeating the preview:
SMILES	TcdB inh	DUSP3 inh	MazEF act	PfHsp40 rescue	SSB-PriA inh	3CLpro inhibitor	Anthrax LF prot	BH1578 lux ind	Y pestis TopoI	Rv3671c protease
Cn1c(=O)c2c(nc(-n3ccnc3)n2Cc2ccccc2)n(C)c1=O	x	2	-2	0.7	-4	0	-1	i	-3	-8
COc1ccc(C2=Nn3c(nnc3-c3ccccc3Cl)SC2)cc1OC1CCOC1 (stereo not given)	-0.4	x	8	-1.4	-6	x	-10	i	10	2
CNC(=O)c1ccsc1NC(=O)c1coc2ccccc2c1=O	-0.5	21	2	1.1	-3	-3	-2	-0.2	0	-11
O=C(CSc1nnnn1-c1ccccc1)CC(=O)Nc1ccc(Cl)cc1	x	-5	3	-2.4	7	2	-2	0.5	-6	6
COc1cccc(C(=O)NN=C2CCCC2)c1	2.6	40	5	-1.7	5	2	u	-0.2	41	4
O=C(Nc1cc(Cl)c(Cl)cc1Cl)c1cccnc1	1.1	13	7	-0.6	-11	0	-5	-2.4	-16	5
O=C(c1c(O)c2ccccc2oc1=O)C1CCC1	x	22	6	-0.6	-4	0	1	i	-5	5
CC1CCc2nn(CC(=O)N3CCN(C(=O)c4ccco4)CC3)cc2C1 (stereo not given)	1.2	12	4	-1.7	1	-6	0	-0.6	4	-6
COc1ccc(NC(=O)/C=N/O)cc1	1.8	17	-21	-0.3	i	1	5	-1.5	-4	12
C[C@@H]1CN([C@H](C)CO)C(=O)c2c(c3ccccc3n2C)-c2ccccc2CO[C@@H]1CN(C)C(=O)Nc1ccc2c(c1)OCO2	-7.2&0.4	x	3	x	x	x	-6	-0.4	19	x
O=C(OCc1ccccc1)c1cccc(-c2nnn(Cc3ccccc3)n2)c1	x	-10	0	-1.2	-44	0	-3	i	39	-6
O=C(c1cc2ccccn2n1)N1CCN(c2ccccn2)CC1	-2.3	13	21	1.0	-5	0	-4	i	10	2
Cc1ccc(-c2nc(N)sc2CC(=O)OCC(=O)NCCC(C)C)cc1	x	7	-2	0.3	3	4	3	-0.3	2	0
Cn1c(SCc2ccc(Br)cc2)nnc1-c1ccncc1	1.8	5	3	0.8	-2	1	-7	i	2	1
COc1ccc(C(=O)NCC(=O)N/N=C/C(C)=C/c2ccco2)cc1OC	x	5	-3	0.6	x	-1	-1	i	0	-6
CNC(=O)c1cccn1-c1ccsc1C(=O)OC	x	12	-2	-1.7	-7	-5	3	0.0	0	-2
CC(=O)N(C)N1c2ccccc2CCc2ccccc21	1.9	3	-7	-1.4	-17	-4	-2	-0.4	11	5
O=C(Cc1nc2ccccc2[nH]1)c1ccc(Cl)cc1	1.2	15	-4	0.3	-14	-2	-2	-0.2	24	3
COc1ccc(-c2cnnc(N/N=C/c3ccc(O)c(O)c3)n2)cc1	x	26	-5	-0.7	x	0	-2	-0.3	-12	7
CCOC(=O)Cc1ccc(Nc2nc(NC)nc3ccsc23)cc1	1.7	x	x	x	x	x	2	i	-2	x
COc1ccc(OC)c(S(=O)(=O)Nc2ccccc2C(=O)N2CCCCC2)c1	0.8	x	-3	1.1	-6	x	0	i	4	x
COc1ccc2c(c1)C(c1ccc([N+](=O)[O-])cc1)=NNC(c1ccco1)=N2	1.1	23	3	-0.2	3	1	-1	i	-4	-6
C[C@@H]1CN([C@@H](C)CO)C(=O)CCCn2nncc2CO[C@H]1CN(C)Cc1ccc(-c2ccccc2)cc1	1.2&1.5	x	6	x	x	x	-2	-2.1	10	x
O=C(COC(=O)c1ccccc1NC(=O)c1ccccc1)c1ccc([N+](=O)[O-])cc1	x	-8	-5	-1.1	-9	5	-5	-1.8	-6	3
CCOc1cc(C(=O)N2CCOCC2)ccc1OCc1ccccc1	x	4	-14	0.7	1	-2	0	-1.0	3	2
c1ccc2cc(CN3CCOCC3)ccc2c1	x	8	4	-0.3	-8	-1	-3	i	5	-3
CC(=O)Nc1ccc(S(=O)(=O)N(Cc2ccccc2)c2ccccc2F)cc1	0.5	4	8	2.6	7	-1	-8	-0.3	21	-13
Nc1nnc(COc2ccccc2)s1	x	-9	-2	0.3	-21	1	-2	-0.2	2	0
c1coc(CN=C2NC(=NCc3ccco3)c3ccccc32)c1	x	19	-4	0.0	8	1	0	1.9	3	-8
CNC(=S)N1N=C(c2cccs2)CC1c1ccc(F)cc1 (stereo not given)	3.6	13	-7	-3.5	-19	7	6	i	-2	5
Cn1nnnc1SCc1nc2scc(-c3ccc(Cl)cc3)c2c(=O)[nH]1	1.2	-15	27	-0.2	-18	3	-3	i	-6	-9
COc1ccccc1OCCNc1cc(N2CCCCC2)ccc1[N+](=O)[O-]	-0.2	8	-3	-0.4	16	-4	-6	1.0	10	-3
COc1ccc2c(c1)Cc1sc(NC(=O)c3ccco3)nc1-2	x	-1	-3	3.7	8	-13	-3	0.0	-22	-11
O=C1OCCN1c1c(-c2ccccc2)c(-c2cccs2)nc2c(-c3ccccc3)cccc12	x	-10	-2	-1.1	-21	0	-2	-0.3	2	4
CC(C)Cc1nnc(NC(=O)c2cc(S(=O)(=O)N(C)C)ccc2N2CCCC2)s1	1.4	10	10	-0.4	-2	2	-4	-5.3	26	2
Cc1ccc(C(C)C)c(OCC(=O)Nc2ccc(Cl)cn2)c1	x	-8	-3	1.3	-14	0	-6	i	-10	-3
CC(=O)c1ccc(NS(=O)(=O)Cc2ccccc2)cc1	x	30	-8	-0.6	3	4	4	-0.9	-1	1
COCCNC(=O)c1cccc(NC(=O)C2=C(C)OCCS2)c1	0.1	-16	9	-0.8	9	5	1	i	2	-1
COC(=O)c1ccc(NC(=O)CCC(=O)c2ccc(F)cc2)cc1	0.3	-7	1	-0.7	-12	-3	-21	-0.3	2	3
Nc1ncnc(Nc2ccc(F)c(Cl)c2)n1	-9.2	10	0	7.5	2	-1	5	-0.6	11	4
O=C(Nc1ccccc1)c1cc(S(=O)(=O)N2CCCCC2)ccc1N1CCOCC1	1.0	x	2	0.9	-10	x	-1	-0.8	6	-3
Cc1nc(CN(C)C(=O)c2ccccc2OC2CCN(S(C)(=O)=O)CC2)cs1	1.1	43	1	0.9	-8	3	-3	-0.2	0	-4
CSc1ccc(C2C3(C#N)C(N)=NC4(OCCO4)C23C#N)cc1 (stereo not given)	x	20	-7	-1.0	-15	2	-7	-0.6	-4	-3
CCOC(=O)N1CCC2(CC1)C(C#N)=C(N)Oc1n[nH]c(C)c12	x	2	8	-1.2	-9	-1	-1	-1.1	-3	-4
COC(=O)C(Cc1c[nH]c2ccccc12)NC(=O)c1ccccc1Br (stereo not given)	0.6	1	1	0.3	-4	0	1	i	9	-3
CCCCN(C=O)c1c(CC)nc2ccc(C(=O)NCCc3c[nH]c4ccccc34)cn12	0.9	x	x	x	x	x	-3	-0.4	-8	x
CC1CCN(CCOCCOc2ccc(Br)cc2Cl)CC1	x	3	12	1.7	-8	5	2	-0.1	10	-1
O=C1NCCc2c1[nH]c1ccccc21	x	9&-10	-1	0.8	0	7&-2	-3	1.6	6	1
O=S(=O)(c1ccccc1)c1nnn2c1nc(NC1CCN(Cc3ccccc3)CC1)c1cc(Cl)ccc12	2.7	-17	-86	-2.3	0	-1	-1	0.5	6	-3
CCCCOc1ccccc1-c1cc(C(=O)O)[nH]n1	x	-11	2	-0.7	-14	-3	-1	-0.4	-1	0
Further records.
SMILES	TcdB inh	DUSP3 inh	MazEF act	PfHsp40 rescue	SSB-PriA inh	3CLpro inhibitor	Anthrax LF prot	BH1578 lux ind	Y pestis TopoI	Rv3671c protease
CN1CCN(C(=S)Nc2cc(S(=O)(=O)N3CCOCC3)ccc2Cl)CC1	-0.9	-4	9	6.6	3	0	0	i	5	6
Cc1ccc(NC(=O)CN(C)C(=O)C2COc3ccccc3O2)cc1 (stereo not given)	1.0	13	-1	-0.1	-10	6	-10	i	-3	6
COc1cccc(CNS(=O)(=O)c2ccc(N3CCCC3=O)cc2)c1	2.0	-4	1	-1.1	-14	1	3	-0.3	-7	-8
Oc1ccc(-c2cccc(-c3ccc(O)cc3)n2)cc1	x	14	7	0.2	-7	-8	-2	-1.7	6	-7
O=C1CC2CC1C(C(=O)O)C2C(=O)O (stereo not given)	0.4	x	-1	-0.6	1	x	-9	i	0	x
COc1ccc(OC)c(S(=O)(=O)Nc2cc(C(=O)O)ccc2N2CC3CC(C2)c2cccc(=O)n2C3)c1 (stereo not given)	1.0	12	-1	-1.0	3	-1	-4	-0.3	-13	1
CC(C)N(Cc1cc2ccccc2[nH]c1=O)C(=O)c1ccco1	0.0	12	-9	-0.4	-3	2	0	-1.2	-4	10
O=C(c1ccco1)N1CCN(C(=O)c2cccs2)CC1	1.4	33	0	-0.8	-12	1	-2	-0.6	7	-3
